# Compound activity from PubChem.
# TRHR ag = agonists of human TRH receptor; P34981; actives 0.18% (n = 360,000); TRHR cells, calcium flux fluo-8, FDSS agonist mode; activation, % at 2 µM; AID 493084; further: 0% is about no effect
# Target sequence (P34981 whole entry, looked up): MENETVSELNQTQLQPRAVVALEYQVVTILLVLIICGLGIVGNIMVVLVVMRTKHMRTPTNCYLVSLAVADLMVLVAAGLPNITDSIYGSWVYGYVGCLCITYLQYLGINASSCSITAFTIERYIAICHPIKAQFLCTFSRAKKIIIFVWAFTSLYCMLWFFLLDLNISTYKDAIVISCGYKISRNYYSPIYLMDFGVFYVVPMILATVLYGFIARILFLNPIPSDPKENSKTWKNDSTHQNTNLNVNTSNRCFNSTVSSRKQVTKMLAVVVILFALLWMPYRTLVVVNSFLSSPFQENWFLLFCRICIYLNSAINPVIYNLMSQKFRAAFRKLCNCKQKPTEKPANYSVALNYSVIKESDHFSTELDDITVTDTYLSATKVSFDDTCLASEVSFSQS
#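 Steps: seed TRHR cells overnight; add fluo-8 no-wash Ca dye, RT 30 min–1.5 h; record 10 s baseline; pin-transfer compounds; monitor fluorescence 1 cycle/s for the agonist window. Calcium increases flag candidate agonists.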
# D1 PAM = potentiators of human D1 dopamine receptor | P21728 | HEK293 TREx D1 cells, calcium flux, dopamine EC20 potentiation | potentiation, % at 10 µM | actives 0.036% (n = 360,000) | AID 504651; in the data active means potentiation above about 30%; further: 0% is about no effect
# Target sequence (P21728 whole entry, looked up): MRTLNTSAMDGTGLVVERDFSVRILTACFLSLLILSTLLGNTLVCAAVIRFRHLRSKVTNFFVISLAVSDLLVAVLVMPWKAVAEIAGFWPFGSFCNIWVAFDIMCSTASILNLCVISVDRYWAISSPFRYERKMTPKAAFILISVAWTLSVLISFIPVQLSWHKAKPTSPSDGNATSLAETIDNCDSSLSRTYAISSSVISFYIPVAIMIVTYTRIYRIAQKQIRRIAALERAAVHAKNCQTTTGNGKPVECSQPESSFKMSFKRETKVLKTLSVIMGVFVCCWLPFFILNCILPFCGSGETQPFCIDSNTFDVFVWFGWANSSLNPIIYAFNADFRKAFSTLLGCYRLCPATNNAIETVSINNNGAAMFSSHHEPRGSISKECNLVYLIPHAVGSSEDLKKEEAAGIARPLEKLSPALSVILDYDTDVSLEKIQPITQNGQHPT
# RXFP1 antagonist = antagonists of human relaxin receptor RXFP1; Q9HBX9; HEK293-RXFP1, relaxin-stimulated cAMP HTRF, 30 min; stronger effect = lower value; activity change, negative = inhibition, % at 57.5 µM; actives 0.59% (n = 350,000); AID 1259400;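 active means activity change of -60% or lower, but not beyond a set lower limit; inconclusive means change between -60% and -40%, or beyond the set limit; inactive means change above -40%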; further: on the % scale 0 is the no-effect control and ±100 the full control effect
# D2 PAM = positively modulates the human D2 dopamine receptor allosterically; P14416; HEK293 T-REx D2, calcium flux, EC20 dopamine potentiation; potentiation, % at 10 µM; actives 0.34% (n = 340,000);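 active means potentiation over 3 SD above the plate norm, cut at about 30% in these data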; further: 0% is about no effect
#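 Calcium flux readout, no-wash dye, 1 read/s. Inducible HEK293 Trex D2 line, overnight 30 C. Compound alone 180 s (agonist flags), then EC20 dopamine, another 180 s to score potentiation.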
# D2 antag = D2 dopamine receptor (human) antagonism; P14416; HEK293 TREx D2 cells, calcium flux, dopamine EC80; inhibition, % at 10 µM; actives 2% (n = 340,000); in the data active means inhibition above about 30%; further: 0% is about no effect
#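 Tetracycline-induced HEK293 TREx cells expressing D2 receptor forced-coupled to calcium signalling, loaded with no-wash calcium dye. Compounds added and calcium flux read 180 s, then dopamine added at EC80 and read a further 180 s.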
# D2 ag = activates the human D2 dopamine receptor. P14416. HEK293 T-REx D2 cells, calcium flux agonist mode. activation, % at 2 µM. actives 0.53% (n = 340,000);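 active means activation over 3 SD above normal in the single-dose calcium agonist read, cut at about 30% in these data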; further: 0% is about no effect
#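 HEK293 Trex D2 cells, tetracycline-induced, o/n 30 C 5% CO2; no-wash Ca dye, RT 30–90 min; 10-cycle baseline, 23 nl cpd added, kinetic Ca read 180 s; agonist hits = positive Ca response.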
# D1 antagonist = blocks dopamine activation of the human D1 receptor. HEK293 TREx D1 cells, calcium flux, dopamine EC80; stronger effect = lower value. activity change, negative = inhibition, % at 10 µM. actives 3.2% (n = 360,000); in the data active means activity change below about -30%; further: on the % scale 0 is the no-effect control and ±100 the full control effect
#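 Compound effects on dopamine-evoked calcium signalling were measured in tetracycline-induced HEK293 Trex D1 cells. Dopamine at EC80 followed a 180 s compound pre-read, and fluorescence was tracked kinetically for 180 s more.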
# D1 ag = human D1 receptor agonism; HEK293 T-REx D1 cells, calcium flux, agonist mode; AID 504660; activation, % at 2 µM; actives 1% (n = 360,000); P21728; further: 0% is about no effect
#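 Inducible HEK293 T-REx D1 cells, force-coupled to calcium signalling, were plated at 4000 cells/well with tetracycline and held overnight at 30 C. After no-wash calcium dye loading, compound-evoked calcium rise over 180 s flagged agonists.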
# TRHR enhancer = allosteric enhancers of human TRH receptor; actives 0.66% (n = 360,000); P34981; enhancement, % at 2 µM; TRHR cells, fluo-8 calcium fluorescence, EC20 TRH enhancement; in the data active means enhancement above about 30%; further: 0% is about no effect
#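 TRHR-expressing cells loaded with fluo-8 calcium dye were read kinetically (ex 480/em 530) during compound addition, then stimulated with an EC20 of TRH (10 nM final). Enhancement of the Gq-mediated intracellular calcium response was scored.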
# The depositor's hits bear a star; ? = inconclusive; . = no result given. Unless noted, no stated cut-off is given here; in the data, active means activation above about 30%; inactive means the rest.
SMILES,TRHR ag,D1 PAM,RXFP1 antagonist,D2 PAM,D2 antag,D2 ag,D1 antagonist,D1 ag,TRHR enhancer
Cc1ccc(CSc2cn(CCNC(=O)c3cccs3)c3ccccc23)cc1,2.2,-3,.,6,.,-0.1,-3,0,2
CNC(=O)c1csc(-c2ccccc2)n1,0.0,-7,-4,1,2,1.8,4,0,-5
Cc1c(C(=O)O)oc2c1/C(=N\O)CC(C)(C)C2,0.8,2,-2,25,-7,1.0,10,1,1
CCCSc1nnc2nc(C)cc(C)n12,-0.3,-2,0,-9,-5,-0.5,-8,1,-7
COC(=O)c1ccccc1S(=O)(=O)N(Cc1cc2cc3c(cc2[nH]c1=O)OCO3)C1CCCCC1,0.2,-2,.,11,-28,-1.1,5,1,7
CN1CCN(C2=C(Cl)C(=O)N(c3ccc(Cl)cc3)C2=O)CC1,0.4,-3,-1,-3,-7,0.2,-1,2,6
CNC(=O)CN(c1cc(OCCOC)c(Cl)cc1Cl)S(=O)(=O)c1ccc(OC)cc1,0.3,-2,5,-19,-4,0.6,-8,3,-1
CCOc1ccc(Br)cc1S(=O)(=O)Nc1nc(CN2CCOCC2)nc2sc(C)c(C)c12,-0.4,6,-5,11,6,-0.2,4,2,-12
COc1cccc(CNC(=O)CSc2nnc(C)c3c(C)n(-c4ccccc4)nc23)c1OC,-0.4,0,-9,5,.,-0.9,-2,2,-3
Cc1ccccc1NC(=O)OCCN1CCN(Cc2ccccc2)CCC1=O,0.0,-8,.,2,1,13,-8,-3,0
CC(=O)Nc1nc2c(c3c1c(=O)oc1ccccc13)CCCCC2,0.3,-3,.,-3,-15,1.2,21,0,2
O=C(NCc1ccccc1)C(=O)NCC(c1ccco1)S(=O)(=O)c1ccccc1 (stereo not drawn),-0.2,5,-9,15,.,-0.3,.,0,2
CC(=O)c1cccc(CN2CCCC(CCC(=O)NCc3ccc(F)c(F)c3)C2)c1 (stereo not drawn),0.0,2,0,-2,-24,0.3,0,3,-2
Cc1ccnc(NC(=O)c2ccc(S(=O)(=O)N3CCC(C)CC3)cc2)c1,0.3,-10,3,21,-26,-0.4,-9,1,-2
CC1CN(C(=O)CCc2ccccc2)C(C)CN1C(=O)CCc1ccccc1 (stereo not drawn),-0.4,-4,?,-12,0,0.8,14,1,-11
C=CCN(C(=O)c1csnn1)C(C(=O)NCc1ccc(F)cc1)c1ccccc1F (stereo not drawn),-1.5,.,-12,7,-3,-2.2,13,1,13
CC(=O)NC(Cc1c[nH]c2ccccc12)C(=O)NCc1ccc2c(c1)OCO2 (stereo not drawn),-0.1,7,19,3,14,0.2,-26,0,0
O=C(CCCN1C(=O)C2CC=CCC2C1=O)Nc1cccc(F)c1 (stereo not drawn),0.4,-10,4,21,-3,0.9,-1,4,3
Cc1nc2ccc(NC(=O)C3CCN(S(=O)(=O)c4cccs4)CC3)cc2s1,0.3,-8,-9,4,3,-0.2,25,23,0
CCCSc1nc(C)c(C(C)=O)cc1C#N,-0.3,-3,7,8,-4,-0.5,19,-2,-6
Cc1ccc(C(=O)C(C)OC(=O)Cc2c[nH]c3ccccc23)cc1 (stereo not drawn),0.1,-1,-13,6,-10,0.2,4,3,-3
Cc1ccc(C(=O)COC(=O)c2cccs2)cc1,0.2,-3,-16,6,-12,0.5,-16,4,3
Cc1ccc(NC(=O)c2cc(-c3ccccc3)nn2-c2ccccc2)cc1,0.0,-2,.,6,-14,0.3,0,5,-6
COC(CNc1ncnc2sc(-c3ccccc3)cc12)OC,-0.9,-10,5,-2,-9,-0.6,-5,0,-14
COC(=O)c1cncc(C)c1,2.1,-7,1,-15,-11,1.6,3,4,5

# Full records from above:
# Shown for CC1CN(C(=O)CCc2ccccc2)C(C)CN1C(=O)CCc1ccccc1 (stereo not drawn) : TRHR ag: -0.4; D1 PAM: -4; RXFP1 antagonist: ?; D2 PAM: -12; D2 antag: 0; D2 ag: 0.8; D1 antagonist: 14; D1 ag: 1; TRHR enhancer: -11
# Shown for CC(=O)c1cccc(CN2CCCC(CCC(=O)NCc3ccc(F)c(F)c3)C2)c1 (stereo not drawn) : TRHR ag: 0.0; D1 PAM: 2; RXFP1 antagonist: 0; D2 PAM: -2; D2 antag: -24; D2 ag: 0.3; D1 antagonist: 0; D1 ag: 3; TRHR enhancer: -2

# Going on with the list.
SMILES,TRHR ag,D1 PAM,RXFP1 antagonist,D2 PAM,D2 antag,D2 ag,D1 antagonist,D1 ag,TRHR enhancer
Cc1ccc2sc(N(CCCN(C)C)C(=O)c3ccco3)nc2c1C,0.9,-1,-15,-20,.,5.3,17,17,8
CCOC(=O)C(C(=O)OCC)C1CCS(=O)(=O)C1 (stereo not drawn),1.1,-1,8,14,-2,0.2,-14,-1,9
CC(=O)c1ccc(NC(=O)c2cc(CC(C)C)nc3ccccc23)cc1,-1.0,-18,-4,-3,-19,0.8,15,0,-6
COc1ccc(-c2ocnc2C(=O)Nc2ccc(N3CCOCC3)cc2N2CCOCC2)cc1OC,0.1,-6,4,11,-25,0.2,7,0,1
Cc1cccc(NC(=O)c2sc(C)nc2C)c1,-0.4,0,-4,0,9,-0.1,8,-1,2
Cc1ccc(-n2nc3c(=O)n(CC(=O)NCCc4ccccc4C)nc(C)c3c2C)cc1,1.4,-2,33,3,8,-0.6,12,2,-8
O=C(Cn1cnc2ccccc2c1=O)NCC(=O)N1CCN(Cc2ccc3c(c2)OCO3)CC1,0.4,-1,4,-17,-19,48*,-18,5,-4
Cc1sc2nc(CSCC(=O)Nc3ccccc3C#N)[nH]c(=O)c2c1C,-0.3,2,.,-3,-6,2.8,7,2,7
CC1(C)OC2CCN3C(C(O)COS3(=O)=O)C2O1 (stereo not drawn),0.2,-1,.,-5,2,1.1,-4,1,-4
Cc1c(NCc2nc3ccccc3[nH]2)c(=O)n(-c2ccccc2)n1C,0.0,0,-10,8,-14,1.0,-6,1,1
Cc1ccccc1C(=O)Nc1nnc(S(=O)(=O)N2CCCc3ccccc32)s1,0.8,0,?,-5,.,-0.1,-16,1,16
COC(=O)/C(=C/c1ccco1)NC(=O)c1ccc(Br)o1,0.4,2,10,.,.,.,10,1,0
O=c1[nH]c2cccnc2n(CCNc2ncc(C(F)(F)F)cc2Cl)c1=O,-0.5,-1,0,-4,-2,-0.4,-26,-2,48*
CCOC(=O)c1ccc(NC(=O)c2nc[nH]c2C(=O)N[C@@H](Cc2ccccc2)C(=O)OC(C)(C)C)cc1,1.2,-2,.,-4,-11,1.4,-6,5,-12
NNc1ccccc1C(F)(F)F,-0.2,0,-5,-12,8,2.0,-6,0,-2
CCCCn1c(N)c(N(CCOC)C(=O)c2ccc(NC3CC3)c([N+](=O)[O-])c2)c(=O)[nH]c1=O,-0.5,0,4,0,-2,-0.4,-3,2,-2
Cc1cc(OCC(=O)Nc2sc3c(c2C(N)=O)CCCC3)ccc1C(C)C,-0.3,0,.,1,.,0.6,-1,-1,2
COc1cccc(N2CCN(C(=O)c3c(C)nn(-c4ccccc4)c3C)CC2)c1,-0.5,-2,8,2,-5,-1.2,-12,5,-5
CCOc1ccc(CN2CCN(Cc3cc4ccccc4[nH]3)CC2CCO)cc1 (stereo not drawn),24,6,-10,-6,10,5.6,-30*,41*,-7
CN(C)C=NC(=O)c1cccn1-c1ncc(C(F)(F)F)cc1Cl,-0.1,-3,4,10,6,0.2,16,0,6
O=C(NNC1=NCCCCC1)c1ccccc1,-0.4,3,4,1,5,0.4,-7,1,5
O=C(Nc1cccnc1)c1ccc(Cl)c(S(=O)(=O)N2CCCCC2)c1,0.6,-4,4,6,4,0.4,-7,8,0
CCOC(=O)N1CCN(C(=O)CCN2C(=O)COc3ccccc32)CC1,0.1,5,-16,7,-12,-0.3,-14,3,4
CC(Sc1nnc(Cc2cccs2)n1C1CCCCC1)C(N)=O (stereo not drawn),-0.4,4,-4,.,.,.,0,3,-2
N/C(Cc1cccs1)=N\OC(=O)COc1ccccc1,0.2,-5,-14,4,-23,-1.3,2,6,4
SMILES,TRHR ag,D1 PAM,RXFP1 antagonist,D2 PAM,D2 antag,D2 ag,D1 antagonist,D1 ag,TRHR enhancer
O=C(/C=C/c1cccs1)NC(=S)Nc1ccc(C(=O)O)cc1,0.7,1,0,-15,9,0.7,2,2,20
CN(C(=O)COC(=O)CNC(=O)c1ccc(C(C)(C)C)cc1)c1c(N)n(Cc2ccccc2)c(=O)[nH]c1=O,-0.3,-12,0,8,7,-1.3,5,6,4
C=CCN(C)NC(=S)Nc1ccccc1,0.1,-9,9,-2,-5,0.6,-1,2,-1
CS(=O)(=O)N1CCN(c2ccc(NC(=O)c3ccc(-c4ccc(Cl)cc4)o3)cc2)CC1,-0.5,-3,-4,-4,0,-0.1,-2,-1,13
Cc1ccc(NS(=O)(=O)c2cccc(C(=O)NCCCn3ccnc3)c2)cc1,-1.3,1,-8,6,.,.,-4,2,28
Cc1cc(C)c(-c2c(O)c3c(n(C)c2=O)CC(C)(C)CC3=O)c(C)c1,0.5,-1,-13,8,0,-0.2,9,0,5
COc1ccccc1NS(=O)(=O)c1cccc(C(=O)N/N=C/c2ccc(NC(C)=O)cc2)c1,0.1,-5,-9,-9,11,5.8,-2,1,3

# Filtered by structure, those above with a thiophene ring, fused or not (10)
SMILES,TRHR ag,D1 PAM,RXFP1 antagonist,D2 PAM,D2 antag,D2 ag,D1 antagonist,D1 ag,TRHR enhancer
Cc1ccc(CSc2cn(CCNC(=O)c3cccs3)c3ccccc23)cc1,2.2,-3,.,6,.,-0.1,-3,0,2
CCOc1ccc(Br)cc1S(=O)(=O)Nc1nc(CN2CCOCC2)nc2sc(C)c(C)c12,-0.4,6,-5,11,6,-0.2,4,2,-12
Cc1nc2ccc(NC(=O)C3CCN(S(=O)(=O)c4cccs4)CC3)cc2s1,0.3,-8,-9,4,3,-0.2,25,23,0
Cc1ccc(C(=O)COC(=O)c2cccs2)cc1,0.2,-3,-16,6,-12,0.5,-16,4,3
COC(CNc1ncnc2sc(-c3ccccc3)cc12)OC,-0.9,-10,5,-2,-9,-0.6,-5,0,-14
Cc1sc2nc(CSCC(=O)Nc3ccccc3C#N)[nH]c(=O)c2c1C,-0.3,2,.,-3,-6,2.8,7,2,7
Cc1cc(OCC(=O)Nc2sc3c(c2C(N)=O)CCCC3)ccc1C(C)C,-0.3,0,.,1,.,0.6,-1,-1,2
CC(Sc1nnc(Cc2cccs2)n1C1CCCCC1)C(N)=O (stereo not drawn),-0.4,4,-4,.,.,.,0,3,-2
N/C(Cc1cccs1)=N\OC(=O)COc1ccccc1,0.2,-5,-14,4,-23,-1.3,2,6,4
O=C(/C=C/c1cccs1)NC(=S)Nc1ccc(C(=O)O)cc1,0.7,1,0,-15,9,0.7,2,2,20
